SENP8 block-1: SENP8 (human) protease inhibition | Q96LD8 | recombinant SENP8, Nedd8 substrate fluorescence | inhibition, % at 20 µM | hit rate 0.64% among 360,000 | AID 602440; in the data active means inhibition mostly above about 40%, no sharp cut-off; inactive means mostly below about 27%
Target sequence (Q96LD8 whole entry, looked up): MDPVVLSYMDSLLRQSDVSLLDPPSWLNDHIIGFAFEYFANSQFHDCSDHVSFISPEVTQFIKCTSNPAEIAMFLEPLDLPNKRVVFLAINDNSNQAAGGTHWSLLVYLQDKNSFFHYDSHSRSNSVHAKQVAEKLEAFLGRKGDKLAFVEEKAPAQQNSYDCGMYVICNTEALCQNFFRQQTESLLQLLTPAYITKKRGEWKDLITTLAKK
UBC13 polyUb: human UBC13 polyubiquitination inhibition. inhibition, % at 20 µM. UBC13 polyubiquitin chain formation, TR-FRET. AID 485273. hit rate 0.47% among 330,000; in the data active means inhibition above about 45%, passing the limit was not always enough; inconclusive means no clear call, values can overlap the other calls
Target sequence (P61088 whole entry, looked up): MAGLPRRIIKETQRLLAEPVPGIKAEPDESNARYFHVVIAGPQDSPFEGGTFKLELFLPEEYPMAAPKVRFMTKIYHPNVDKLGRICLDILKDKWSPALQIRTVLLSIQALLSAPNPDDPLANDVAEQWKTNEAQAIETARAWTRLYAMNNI
SENP6 block: SENP6 protease inhibition; inhibition, % at 10 µM; AID 2599; Recombinant SENP6 catalytic domain, aminoluciferin luminescence; hit rate 1.8% among 330,000; Q9GZR1;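 active means inhibition above about 50% at the single tested dose, limit read from the data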;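 further: plate controls were DMSO wells with enzyme for no effect and DMSO wells lacking enzyme for full effect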
SENP1 inh: SENP1 (human) catalytic domain inhibition. Q9P0U3. recombinant SENP1 catalytic domain, CyPet-SUMO1-YPet FRET cleavage. inhibition, % at 10 µM. hit rate 0.21% among 360,000. AID 624204;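 active means inhibition at least 30% at 10 µM, raw YFP signal under a set limit, fluorescence ratio 0.5 to 1.5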;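 further: 0% = enzyme with DMSO and 100% = no enzyme wells; some results filed as inactive read as strong as hits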
Target sequence (Q9P0U3 419-644 limits assumed): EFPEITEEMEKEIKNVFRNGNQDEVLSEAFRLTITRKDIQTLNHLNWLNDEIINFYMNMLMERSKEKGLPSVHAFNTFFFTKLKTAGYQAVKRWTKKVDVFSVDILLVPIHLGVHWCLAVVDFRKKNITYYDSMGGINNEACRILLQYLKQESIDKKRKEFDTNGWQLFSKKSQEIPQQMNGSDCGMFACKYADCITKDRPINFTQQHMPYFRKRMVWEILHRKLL
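Controls: no-enzyme wells low, DMSO-plus-enzyme wells high control. Test system: human recombinant His6-tagged SENP1 catalytic domain enzyme. Reagent: SFCypet-SUMO1-SFYpet FRET protein substrate, 25 nM final. Doses: one dose per compound, 10 µM, 0.5% DMSO. Detection: FRET, CFP and YFP emission. Timing: 50 min reaction at room temperature.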
HKDC1 inh: HKDC1 (human) hexokinase inhibition; Q2TB90; recombinant HKDC1, G6PDH/diaphorase resazurin coupled fluorescence; inhibition, % at 20 µM; hit rate 0.16% among 340,000; AID 493160;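 active means inhibition above about 35% when tested at 20 µM, limit read from the data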;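 further: plate controls were DMSO wells with enzyme for no effect and DMSO wells lacking enzyme for full effect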
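Test system: recombinant HKDC1 (HK5) hexokinase enzyme, produced in-house / Doses: 20 µM test compound, 1% DMSO / Timing: 90 min, room temperature / Detection: G6PDH/diaphorase-coupled fluorescence, 1 mM NADP, 100 µM resazurin, 525/613 nm / Control set: DMSO wells with and without enzyme mix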
PfG6PD inh: PfG6PD (Plasmodium falciparum) enzyme inhibition. PfGluPho enzyme, NADPH resazurin-diaphorase fluorescence. inhibition, % at 20 µM. hit rate 0.78% among 350,000;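 active means inhibition reaching at least a set limit at 20 µM in the primary screen, cut at about 59% in these data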;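 further: 0% = DMSO wells with substrate and 100% = DMSO wells lacking glucose-6-phosphate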
beta cell repl: MIN6 beta-cell proliferation induction; proliferation, % at 10 µM; AID 2380; MIN6 cells proliferation, ATPlite luminescence, 48 h; cells starved in 0.2% serum; 100% = growth in 10% serum; hit rate 0.29% among 330,000;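 active means compounds whose signal lies at least 3.5 SD above the mean of all wells on their plate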;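 further: 0% = DMSO-treated cells in low-serum medium and 100% = 10% serum control; some compounds called inactive have numbers as strong as hits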
SENP8 block-2: inhibitors of human SENP8 protease | Q96LD8 | purified SENP8, Z-RLRGG-aminoluciferin cleavage, luminescence | inhibition, % at 10 µM | hit rate 1.2% among 330,000 | AID 2540; in the data active means inhibition above about 50%
SENP7 block: blocks the human protease SENP7. Q9BQF6. recombinant SENP7, Z-RLRGG-aminoluciferin luminescence, 40 min. inhibition, % at 5 µM. hit rate 1.5% among 330,000;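 active means inhibition above about 50% at the single test dose, limit read from the data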;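 further: plate controls were DMSO with enzyme for no effect and no enzyme buffer wells for full effect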
Target sequence (Q9BQF6 706-1050 limits assumed): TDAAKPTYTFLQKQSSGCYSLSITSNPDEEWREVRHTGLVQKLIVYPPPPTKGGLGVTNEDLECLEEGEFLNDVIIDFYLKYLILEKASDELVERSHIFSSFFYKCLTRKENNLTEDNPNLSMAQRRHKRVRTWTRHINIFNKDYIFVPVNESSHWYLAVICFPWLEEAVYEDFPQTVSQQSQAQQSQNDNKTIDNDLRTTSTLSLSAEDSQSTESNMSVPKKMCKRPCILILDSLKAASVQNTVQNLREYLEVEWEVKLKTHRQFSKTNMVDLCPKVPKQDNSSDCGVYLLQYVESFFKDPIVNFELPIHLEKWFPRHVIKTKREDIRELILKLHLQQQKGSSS
Active calls of the source: *; u = inconclusive; x = no result given.

A first look (13 entries):
SMILES	SENP8 block-1	UBC13 polyUb	SENP6 block	SENP1 inh	HKDC1 inh	PfG6PD inh	beta cell repl	SENP8 block-2	SENP7 block
CC(C)(C)c1ccc(NC(=S)NCc2cccnc2)cc1	14	-3	-17	-2	-1	5	-3	-12	13
CC(=O)c1ccc(N2CCN(C(=O)CCCn3c(=S)[nH]c4cc5c(cc4c3=O)OCO5)CC2)cc1	-81	2	-10	1	4	17	-1	4	10
CCCCCCC(=O)NNC(=O)CC(=O)Nc1ccccc1C(=O)O	-3	-6	-11	1	-3	-25	0	-6	-7
COc1ccc(-n2cc(-c3ccccc3)c3c(N4CC(C)OC(C)C4)ncnc32)cc1 (stereo not given)	-161	-3	-6	0	1	-3	-6	-5	-5
O=C(CC1CCCCC1)N1CCCC(c2nc(-c3ccc(S(=O)(=O)N4CCCC4)cc3)no2)C1 (stereo not given)	8	-5	5	-5	-1	2	-3	9	2
COc1cc(C=NOC(=O)Nc2ccccc2)cc(OC)c1OC	9	x	x	1	-3	13	x	x	x
CC(C)(C)CN1CCC(Oc2cccc(C(=O)N3CCNC(=O)C3(C)C)c2)CC1	17	0	-4	-18	-6	-4	-2	2	-1
CC1(C)NC(=O)N(CCCCOc2ccc(Br)cc2Cl)C1=O	7	3	-36	2	1	-15	-2	-12	-11
Cc1[nH]c2ccc(-c3n[nH]c(=S)n3Cc3ccccc3)cc2c1C	-49	44	-11	-1	8	22	-1	1	4
COc1ccc2[nH]c(C(=O)N/N=C/c3cc(OC)c(OC)c(OC)c3)cc2c1	-293	-5	-17	1	3	0	-3	-11	-4
CC1(C)Cc2c(sc(NC(=O)C(=O)N3CCCC3)c2C#N)CO1	8	4	-7	0	-4	8	-1	1	-2
COC(=O)c1ccccc1NC(=O)NCc1ccco1	-117	1	-8	2	-7	-12	-2	-15	-2
Oc1ccc(Br)cc1/C=N/N1CCN(Cc2cccc3ccccc23)CC1	28	-8	-13	0	-1	18	-5	-14	-2

All compounds of this part, previewed entries included:
SMILES	SENP8 block-1	UBC13 polyUb	SENP6 block	SENP1 inh	HKDC1 inh	PfG6PD inh	beta cell repl	SENP8 block-2	SENP7 block
CC(C)(C)c1ccc(NC(=S)NCc2cccnc2)cc1	14	-3	-17	-2	-1	5	-3	-12	13
CC(=O)c1ccc(N2CCN(C(=O)CCCn3c(=S)[nH]c4cc5c(cc4c3=O)OCO5)CC2)cc1	-81	2	-10	1	4	17	-1	4	10
CCCCCCC(=O)NNC(=O)CC(=O)Nc1ccccc1C(=O)O	-3	-6	-11	1	-3	-25	0	-6	-7
COc1ccc(-n2cc(-c3ccccc3)c3c(N4CC(C)OC(C)C4)ncnc32)cc1 (stereo not given)	-161	-3	-6	0	1	-3	-6	-5	-5
O=C(CC1CCCCC1)N1CCCC(c2nc(-c3ccc(S(=O)(=O)N4CCCC4)cc3)no2)C1 (stereo not given)	8	-5	5	-5	-1	2	-3	9	2
COc1cc(C=NOC(=O)Nc2ccccc2)cc(OC)c1OC	9	x	x	1	-3	13	x	x	x
CC(C)(C)CN1CCC(Oc2cccc(C(=O)N3CCNC(=O)C3(C)C)c2)CC1	17	0	-4	-18	-6	-4	-2	2	-1
CC1(C)NC(=O)N(CCCCOc2ccc(Br)cc2Cl)C1=O	7	3	-36	2	1	-15	-2	-12	-11
Cc1[nH]c2ccc(-c3n[nH]c(=S)n3Cc3ccccc3)cc2c1C	-49	44	-11	-1	8	22	-1	1	4
COc1ccc2[nH]c(C(=O)N/N=C/c3cc(OC)c(OC)c(OC)c3)cc2c1	-293	-5	-17	1	3	0	-3	-11	-4
CC1(C)Cc2c(sc(NC(=O)C(=O)N3CCCC3)c2C#N)CO1	8	4	-7	0	-4	8	-1	1	-2
COC(=O)c1ccccc1NC(=O)NCc1ccco1	-117	1	-8	2	-7	-12	-2	-15	-2
Oc1ccc(Br)cc1/C=N/N1CCN(Cc2cccc3ccccc23)CC1	28	-8	-13	0	-1	18	-5	-14	-2
N/C(=N\OS(=O)(=O)c1ccc2ccccc2c1)c1ccccn1	-75	x	x	0	-6	5	x	x	x
O=C(CSc1nnc(SCc2ccccc2)s1)N/N=C/C=C/c1ccccc1[N+](=O)[O-]	24	-4	5	3	-5	9	-5	-5	5
O=C1C=C(Nc2cccnc2)c2ccccc2C1=O	91*	x	x	3	24	21	x	x	x
CC1C(=O)N(Cc2ccc([N+](=O)[O-])cc2)c2ccccc2N1C(=O)C1CC1 (stereo not given)	x	34	9	x	-10	-20	1	8	-3
COc1ccc(NC(=O)c2sc3ncn(CC(=O)N4CCN(c5ccccn5)CC4)c(=O)c3c2C)cc1OC	10	-8	5	-1	3	-26	-5	-1	7
Cc1sc2ncn(CC(=O)NCCCC(=O)Nc3ccc(C(C)C)cc3)c(=O)c2c1C	10	-4	-22	3	-5	9	-4	-2	5
O=C(NCCN1CCOCC1)c1cccc(S(=O)(=O)Nc2ccc(Br)cc2)c1	4	20	10	1	-1	-12	2	-4	4
CC(=O)N1CCN(C(=O)C(Cc2c[nH]c3ccccc23)NC(=O)c2ccccc2Cl)CC1 (stereo not given)	2	3	-26	-25	-2	-3	1	6	7
COc1ccc2cc(C#N)c(SCC(=O)N3CC(=O)Nc4ccccc43)nc2c1	-246	u	-12	19	-3	0	-2	-4	4
Cc1ccc(NC(=O)CCC(=O)NNC(=O)c2ccco2)c(C)c1	11	-3	7	3	-8	0	0	-3	4
O=C(Cc1ccccc1)Nc1ccc(NC(=O)c2ccco2)cc1	4	2	-6	3	-9	0	0	1	-2
CCOC(=O)c1cccc(NC(=O)CSc2nnc(COc3ccccc3C)o2)c1	13	4	5	3	3	-17	-3	4	0
O=C(Nc1ccccc1)c1nc[nH]c1C(=O)NCCCCCCNC(=O)c1[nH]cnc1C(=O)Nc1ccccc1	5	-17	-7	2	9	12	-6	2	-4
Cn1c(=O)oc2cc(S(=O)(=O)N3CCN(c4ccccn4)CC3)ccc21	-7	-1	-2	2	-7	-6	-1	4	-1
CC(=O)Nc1ccc(S(=O)(=O)Oc2cccc(N3C(=O)C4CC=CCC4C3=O)c2)cc1 (stereo not given)	8	-10	-20	1	0	-10	-4	-13	-3
COc1ccc(CN(C)CC(=O)Nc2ccc(Cl)cc2C(F)(F)F)c(OC)c1	10	-5	-8	0	-7	1	0	-10	-17
COc1ccc(OC)c(NC(=O)C2COc3ccccc3O2)c1 (stereo not given)	28	7	-36	1	1	7	0	0	-7
Cc1cc(C(=O)CCl)c(C)n1CCc1ccc(Cl)cc1	-7	-1	-8	-5	39*	17	-6	-13	-12
CCOCc1cc(=O)[nH]c(SC)n1	-2	6	7	-3	-6	-12	-3	-1	0
Cc1cc2nccc(-c3ccco3)n2n1	-150	4	-20	-25	-8	2	0	-3	6
COc1ccc(-n2c(-c3ccc(Cl)cc3Cl)n[nH]c2=S)c(OC)c1	18	-19	-9	-2	0	55	-4	-6	3
Cc1c(NC(=O)C(C)OC(=O)c2cc3c4ccccc4n(C)c3s2)c(=O)n(-c2ccccc2)n1C (stereo not given)	-228	7	-6	0	0	9	-2	-5	-2
Cc1ccc(-c2nnc(Cc3ccc([N+](=O)[O-])cc3)o2)cc1	16	2	7	-15	-3	6	1	5	16
CCC(C)[C@H](N)c1cn([C@@H](Cc2cc3ccccc3[nH]2)C(=O)N2CCNCC2)nn1 (stereo not given in full)	2	94*	1	-10	6	-4	1	-19	-12
Cc1cc(C)c(S(=O)(=O)N(C)CC(=O)NC2CCCC2)c(C)c1	-2	-3	-17	2	-10	-5	-1	-4	-7
Cc1ccc2oc(C(=O)Nc3ccc(S(=O)(=O)Nc4onc(C)c4C)cc3)cc(=O)c2c1	10	-6	-3	1	0	-12	-3	8	8
O=C1C=C(c2cccc(Cl)c2)C[C@@H](c2ccc(Cl)cc2)C1	10	18	-1	1	2	0	-5	-1	6
Cn1c(SCC(=O)NCCc2ccccc2)nnc1-c1ccco1	6	1	1	2	-5	3	-2	-2	5
CCCCC[C@H](O)/C=C/[C@@H]1[C@@H](C/C=C\CCCC(=O)OC)[C@@H](O)C[C@H]1O	5	3	5	1	77*	12	-4	-3	9
O=C(NCc1ccccc1F)c1ccc(S(=O)(=O)NCc2ccco2)cc1	11	-1	-7	0	-4	14	-2	-1	-2
COc1cc(Cn2c(C(=O)O)cc3sccc32)cc(OC)c1OC	13	0	-6	0	-4	-10	1	-3	6
Cc1cccn2c(=O)c(/C=C(\C#N)S(=O)(=O)c3ccccc3)c(N3CCCCC3)nc12	-227	-2	-2	-38	2	33	-3	4	5
COC/C=C/C1=CC2=CC(=O)C(C)(OC(=O)c3cnc4ccccc4n3)C(=O)C2=CN1Cc1ccccc1 (stereo not given)	45*	-76	19	-33	26	38	-4	2	1
CC1CCN(c2nc3c(c(=O)[nH]c(=O)n3C)n2CC(C)CSc2nnnn2-c2ccccc2)CC1 (stereo not given)	16	-12	-12	3	-1	6	0	-14	-5
COc1cc(NS(=O)(=O)c2csc(C(N)=O)c2)cc(OC)c1	18	10	12	2	3	-11	-3	-2	-1
Cc1nc2nc3c(c(=O)n2[nH]1)CCCC3	13	9	-10	1	-6	24	2	5	6
COC(=O)[C@H](Cc1ccccc1)N(Cc1ccccc1)S(=O)(=O)N(Cc1ccccc1)[C@@H](Cc1ccccc1)C(=O)OC	10	2	8	1	1	10	-3	6	-4
CC12CCC(=O)N1C(C(=O)Nc1cccc(F)c1)CS2 (stereo not given)	2	-5	10	1	-4	5	-2	1	-5
CCOC(=O)C(C#N)(Cc1ccc2ccccc2n1)Cc1ccc2ccccc2n1	8	x	x	0	-1	31	x	x	x
O=c1[nH]c(CN2CCN(c3ccc(F)cc3)CC2)nc2ccccc12	-15	9	0	3	-3	10	-1	0	2
O=C(Nc1ccccc1Cl)C1CCN(S(=O)(=O)c2cccc3nonc23)CC1	15	-8	-17	1	-2	-3	0	-10	-9
C=C(C)C1Cc2c(C)nn(-c3cccc4ccccc34)c2C1 (stereo not given)	16	0	-5	-3	-2	-4	-3	3	4
CC(C)C1CC(c2csc(N)n2)CCO1 (stereo not given)	18	2	-12	0	-10	-8	0	2	0
CC1CCC2(CC1)NC(CO)(CO)CO2 (stereo not given)	34	5	-8	3	5	3	1	-9	-7
FC(F)(F)c1cccc(-c2cc(C3CCNCC3)[nH]n2)c1	10	17	-9	1	2	4	-4	-6	-5
